# S3 lipid droplet = qHTS Assay for Lipid Storage Modulators in Drosophila S3 Cells; Drosophila S3 cells, BODIPY lipid droplet fluorescence, 18-24 h; cells fed with added oleic acid; Potency in µM for hits, for the others lipid storage change, negative = inhibition, % at the top dose, mostly 46.1 µM; actives 0.64% (n = 320,000); active = well fitted inhibition curve with a large enough effect in the signal ratio, with a control signal flat, not every such curve was filed as active; inconclusive = small, poorly fitted or top-dose-only effect, or effect the other way, or a change in a side signal; the % refers to the signal ratio
#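 Drosophila S3 cells got compounds at several concentrations plus oleic acid (400 uM solution). Laser-scanning cytometry with 488 nm excitation read lipid droplets at 500-530 nm and cells at 575-640 nm. Percent activity was relative to 20 uM Triacsin C.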
# S3 lipid droplet cell count max = also measured in S3 lipid droplet; calls as there; cell number change, %; measured here: cell count max response;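 cells counted by Cell Tracker Red CMTPX staining in the red channel; peak over a dose series mostly up to 46.1 µM; percent activity relative to internal control wells on each plate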
# An asterisk follows results filed as active; i = inactive; ? = inconclusive; / = not tested or not shown; [ ] = another dose, or the depositor's remark. % is set by controls: 0 for no effect and ±100 for the full control effect; potency is the fitted concentration of half-maximal effect. Some of the compounds tested. The share of hits here may be higher or lower than overall.
cpd	structure	S3 lipid droplet	S3 lipid droplet cell count max
1	CCN(CC)S(=O)(=O)c1cccc(-n2c(O)c(C=Nc3ccccc3C(=O)O)c3ccccc3c2=O)c1	-1%	4
2	Cc1ccc(Cn2cccc(NC(=O)CCC3CCCC3)c2=O)cc1	?	/
3	O=C(OCc1cncs1)c1ccccc1Cl	?	/
4	COc1ccc(-c2noc(-c3ccccc3Cl)n2)cc1OC	25%	/
5	COC(=O)c1ccc(NC(=O)c2ccc(NC(=O)C3CCCO3)cc2)cc1 (centres undefined)	?	/
6	COc1ccc(C(=O)COC(=O)COc2cccc3c2OC(C)(C)C3)c(OC)c1	?	/
7	COc1cccc(Cn2nnc3c(=O)[nH]c(C4CCCN(C(=O)c5ccccc5Cl)C4)nc32)c1 (centres undefined)	?	/
8	CC(=O)Nc1ccc(C(=O)Nc2nc(-c3cc(C)n(Cc4ccccc4)c3C)cs2)cc1	?	/
9	Cc1cc(OCC(=O)NCc2nc(-c3ccccc3)no2)c(C)cc1Br	8%	9
10	CC[C@H](C)[C@H](NC(N)=O)C(=O)Nc1ccccc1F	?	/
11	CC(C(=O)NCCS(=O)(=O)c1ccc(Cl)cc1)S(=O)(=O)c1ccccc1 (centres undefined)	1%	-3
12	COc1ccc(CNC(=O)CN(C(=O)c2snc(C(N)=O)c2N)c2ccc(OC)c(OC)c2)cc1	?	/
13	O=C1c2ccccc2NC(c2ccccc2Br)N1CCCN1CCOCC1 (centres undefined)	-1%	0
14	CN(C)C(=S)Nc1ccc2c(c1)OCO2	?	/
15	COc1ccc(C2(CNC(=O)Cc3ccccc3)CCCC2)cc1OC	7%	17
16	O=C(CCCCCn1c(=O)[nH]c2ccsc2c1=O)N1CCN(C2CCCCC2)CC1	-14%[9.22 µM]	-1
17	O=C(CCC(=O)N(CC(=O)NC1CCCC1)c1ccccc1F)Nc1nccs1	-14%	-20
18	Cc1ccc2oc(=O)n(CC(=O)O)c2c1	?	/
19	CCOC(=O)c1c(-c2ccsc2)csc1N	?	/
20	CCOC(=O)C1=C(C)Nc2ccccc2N=C1NC(=O)c1oc2ccccc2c1COC	21%	0
21	Cn1c(CN2CCCC2)nc2cc(NC(=O)COc3ccc(Cl)cc3)ccc21	?	/
22	CCN1C(=O)C(=O)N(CC(=O)Nc2ccccc2Oc2ccccc2)C1=O	?	/
23	COC(=O)c1ccc(-n2nnnc2SC)cc1	5%	13
24	Cc1cc(OCC(=O)N(C)C2CCCCC2)cc(C)c1Cl	?	/
25	C=CCOc1ccccc1CNCCNC(=O)c1nonc1N	-9%	17
26	O=C(Nc1nnc(SCCN2CCOCC2)s1)C1CC(=O)N(c2ccc(F)cc2)C1 (centres undefined)	?	/
27	Cc1cc(C)cc(OCC(=O)N2N=C(c3cccnc3)CC2(O)C(F)(F)F)c1 (centres undefined)	?	/
28	CC12CCC(=O)N1C(C(=O)NNC(=O)COc1cccc(C(F)(F)F)c1)CS2 (centres undefined)	?	/
29	O=C(c1ccc(S(=O)(=O)N2CCCC2)cc1)N1CCCc2ccccc21	?	/
30	COc1ccc(-c2csc(NC(=O)C3CSC4(C)CCC(=O)N34)n2)cc1OC (centres undefined)	0%	16
31	C=CCSc1nnc(-c2ccccc2N=Cc2c(C)[nH]n(-c3ccccc3)c2=O)c(=O)[nH]1	0%	11
32	CCc1ccccc1NC(=S)N(CCCN1CCOCC1)Cc1cccs1	25%	-7
33	CCOC(=O)c1nnc2cc(C)nn2c1C	5%	2
34	O=C(O)c1ccc(S(=O)(=O)N[C@H](Cc2ccc(O)cc2)C(=O)O)cc1	11%	13
35	O=C(CC(SCCO)c1ccc(F)cc1)c1ccco1 (centres undefined)	?	/
36	CCC1=C(OC(=O)N(CC)CC)N2C(=O)OC(=NCC(=O)OC)[C@]2(Cc2ccccc2)[C@H]2C1=CC[C@H]1C(=O)NC(=O)[C@H]12	0%	2
37	C/C(CC(=O)Nc1ccc(Cl)cc1Cl)=N\NC(=O)C(=O)NCCO	?	/
38	C=CCOc1ccc(CN(C)C(=O)CN2C(=O)c3ccccc3C2=O)cc1	?	/
39	CCC(C(N)=NCCc1ccc(OC)c(OC)c1)c1ccccc1 (centres undefined)	1%	23
40	CC(C)(C)c1csc(NC(=O)Nc2ccccc2)n1	i	-3
41	Cc1cc(CNC(=O)COc2cc(F)ccc2[N+](=O)[O-])c2ccccc2n1	0%	-1
42	Cc1ccc(CS(=O)(=O)c2ccccc2-c2nnc(-c3ccc(Cl)cc3)o2)cc1	-18%	8
43	O=C(c1ccc(S(=O)(=O)Nc2ccccc2Cl)cc1)N1CCOCC1	?	/
44	Cc1cccc(NC(=O)CNc2cc(C)ccc2C)c1	?	/
45	O=C(COC(=O)c1n[nH]c(=O)c2ccccc12)NC1CCCCC1	?	/
46	Cc1nc(NC(=O)CC(C)C)sc1-c1csc(Nc2ccc(Cl)cc2)n1	?	/
47	CCOc1ccc(S(=O)(=O)NC(C)C)cc1C(N)=O	?	/
48	COc1ccccc1-n1c(=O)oc2ccc(Cl)cc2c1=O	?	/
49	O=C(Nc1nccs1)C1CCN(S(=O)(=O)c2ccc(F)cc2)CC1	i	-18
50	CCCC[n+]1ccn(-c2nc3ccccc3nc2[N-]S(=O)(=O)c2ccccc2)c1	?	/
51	Cc1cccc(NC(=S)N2CCCCC2)c1	?	/
52	CCOc1cccc2cc(-c3nnc(NCc4ccco4)s3)c(=O)oc12	-4%	-21
53	CCN(CC(=O)Nc1cccc(OC)c1)C(=O)c1cccc(S(=O)(=O)N2CCc3ccccc32)c1	16%	-17
54	CCC(=O)c1cn(/C(=C\C(=O)OC(C)(C)C)CCC(OC)OC)cc1CC	?	/
55	COc1ccc2c(CC(=O)NCCN3C(=O)S/C(=C\c4cccnc4)C3=O)coc2c1	?	/
56	CC1=C(C(=O)Nc2ccc(Br)cc2)C(c2ccco2)NC(=O)N1 (centres undefined)	1%	0
57	COc1cc(OC)cc(C(=O)NCC(=O)NCCN2C(=O)S/C(=C\c3ccccc3Cl)C2=O)c1	?	/
58	COc1ccc(NC(=O)c2cc(C)cc(C)c2)cc1S(=O)(=O)N1CCCCC1	?	/
59	CC1CCCCN1C(=O)CN1C(=O)CN(C)C(=O)c2ccccc21 (centres undefined)	?	/
60	C=CCNC(=O)N1CCC(CO)(Cc2ccc(Cl)cc2)CC1	20%	16

# The list goes on; it opens with the two that closed the last part.
cpd	structure	S3 lipid droplet	S3 lipid droplet cell count max
59	CC1CCCCN1C(=O)CN1C(=O)CN(C)C(=O)c2ccccc21 (centres undefined)	?	/
60	C=CCNC(=O)N1CCC(CO)(Cc2ccc(Cl)cc2)CC1	20%	16
61	O=C(Cc1ccc(Br)cc1)Nc1cccc(Cl)c1	?	/
62	CSCCC(NS(=O)(=O)c1ccc2ccccc2c1)C(=O)O (centres undefined)	?	/
63	O=C(NCc1ccc(F)cc1)C1CCN(S(=O)(=O)N2CCC3(CC2)OCCO3)CC1	-7%	-12
64	CC(C)(C)NS(=O)(=O)c1ccc(OCC(=O)NCCC2=CCCCC2)cc1	?	/
65	O=C(O)CCc1ccc(-c2cccs2)n1CCc1ccccc1	-11%	-7
66	COc1ccc(C(=O)Nc2ccnn2C2CCN(C3CCC3)CC2)cc1	i	2
67	CCN1CCN(CCNC(=O)c2ccc(CS(=O)(=O)c3ccccc3C)o2)CC1	?	/
68	CSC1=N/C(=C\c2ccccc2F)C(=O)S1	-6%	4
69	Cc1cc2nnc(SCC(=O)NC3CCCCC3)n2c(N)n1	?	/
70	O=C(CCc1nnc2ccc(NCc3ccccc3)nn12)NC1CCCCC1	?	/
71	CCN(CC(=O)Nc1ccc(NC(C)=O)cc1)C(=O)c1cccc2ccccc12	?	/
72	COc1cccc(CNC(=O)N2CCN(S(=O)(=O)c3ccc(Cl)cc3)CC2)c1	?	/
73	CC(=O)Nc1cn(-c2ccccc2)nc1-c1ccccc1	?	/
74	Cc1cc(CNC(=O)C2CCC(=O)N(CCc3ccc(Cl)cc3)C2)no1 (centres undefined)	22%	/
75	O=C1OC(=O)C2C1[C@@H]1CC[C@H]2O1 (some centres undefined)	?	/
76	Cc1cc(C)c(OCCOCCN2CCNCC2)c(C)c1	?	/
77	O=C(COC(=O)c1ccc(O)cc1)NCc1ccc2c(c1)OCO2	?	/
78	Cc1cc(N2CCCCCC2)n2nc(C)c(-c3ccccc3)c2n1	i	/
79	CCN(CC)S(=O)(=O)c1ccc(N2CCOCC2)c(NC(=O)CC23CC4CC(CC(Br)(C4)C2)C3)c1	14%	1
80	COc1ccccc1C(=O)NNC(=S)NC(=O)c1cc(OC)c(OC)c(OC)c1	?	/
81	Cc1ccc(Nc2ncnc3c2oc2ccccc23)cc1	?	/
82	COC(=O)C1CCN(S(C)(=O)=O)CC1	4%	4
83	O=S(=O)(NCC1CN(S(=O)(=O)c2c(F)cccc2F)C1)c1ccc2c(c1)OCCO2	?	/
84	COc1ccc(C)cc1S(=O)(=O)N1CCC(C(=O)NCCC2=CCCCC2)CC1	?	/
85	NC(N)=Nc1nc2ccc(Br)cc2c(=O)[nH]1	-4%	5
86	COc1ccc(CCNC(=O)c2cc3ccccn3n2)c(OC)c1OC	?	/
87	OC1(c2cccs2)CN(c2ccc(Br)cc2)C2=[N+]1CCCS2 (centres undefined)	-1%	8
88	NC(=O)c1cc2ccc(O)cc2oc1=NCc1ccccc1	0%	-6
89	CCN(Cc1ccccc1)C(=O)COc1cc(=O)n(CC)c2ccccc12	?	/
90	O=C(c1cc(Cl)ccc1OCc1ccccc1)N1CCOCC1	?	/
91	Cc1ccc(C(=O)N/C(=C\c2ccc(-c3ccc(Br)cc3)o2)C(=O)NC2CCS(=O)(=O)C2)cc1 (centres undefined)	?	/
92	CC(=O)N1CCCc2cc(S(=O)(=O)N3CCCC(C(=O)Nc4ccc(C)cc4C)C3)ccc21 (centres undefined)	?	/
93	Cc1ccc(OCC(O)CN2CCN(CC(O)COC(C)C)CC2)c(C(C)(C)C)c1 (centres undefined)	?	/
94	CCCc1nnc(SCC(=O)Nc2ccc3c(c2)OCCO3)n1CCOC	?	/
95	CCOC(=O)N1CCN(c2nnc(-c3ccc(C)cc3)c3ccccc23)CC1	-1%	-4
96	N/C(=N\OC(=O)c1cc(-c2ccccc2)nc2ccccc12)c1ccccn1	0%	8

# Grouped by structure: the compounds so far containing a furan ring, fused or not
cpd	structure	S3 lipid droplet	S3 lipid droplet cell count max
20	CCOC(=O)C1=C(C)Nc2ccccc2N=C1NC(=O)c1oc2ccccc2c1COC	21%	0
35	O=C(CC(SCCO)c1ccc(F)cc1)c1ccco1 (centres undefined)	?	/
52	CCOc1cccc2cc(-c3nnc(NCc4ccco4)s3)c(=O)oc12	-4%	-21
55	COc1ccc2c(CC(=O)NCCN3C(=O)S/C(=C\c4cccnc4)C3=O)coc2c1	?	/
56	CC1=C(C(=O)Nc2ccc(Br)cc2)C(c2ccco2)NC(=O)N1 (centres undefined)	1%	0
67	CCN1CCN(CCNC(=O)c2ccc(CS(=O)(=O)c3ccccc3C)o2)CC1	?	/
81	Cc1ccc(Nc2ncnc3c2oc2ccccc23)cc1	?	/
91	Cc1ccc(C(=O)N/C(=C\c2ccc(-c3ccc(Br)cc3)o2)C(=O)NC2CCS(=O)(=O)C2)cc1 (centres undefined)	?	/

# (more compounds)
cpd	structure	S3 lipid droplet	S3 lipid droplet cell count max
97	Cc1nc(C)n(CC(=O)c2ccc(Cl)cc2Cl)n1	?	/
98	COc1ccc2c(c1)-c1c(sn(-c3ccccc3)c1=S)C(C)(C)N2	?	/
99	O=C(CSc1nnc(-c2ccc(Br)cc2)n1CCc1ccccc1)NC1CCS(=O)(=O)C1 (centres undefined)	?	/
100	O=C(c1ccc(OC2CCN(C(=O)C3CC3)CC2)cc1)N(CCO)Cc1ccccc1	-5%	15
101	Cc1ccc(N/C=C2/Sc3ccccc3NC2=O)cc1	8%[9.22 µM]	3
102	c1ccc(COc2nsnc2N2CCOCC2)cc1	?	/
103	COc1cc(C2=NOC(C(=O)N3CCCCCC3)C2)cc(OC)c1OC (centres undefined)	?	/
104	CC1(C)C2CCC1(C)C(OC(=O)CC(=O)O)C2 (centres undefined)	?	/
105	Cc1cccc2cc(CN(CCN3CCOCC3)C(=O)Nc3ccccc3F)c(=O)[nH]c12	4%	-8
106	COC(=O)c1oc2ccc(Br)cc2c1NC(=O)CCCN1C(=O)c2ccccc2C1=O	i	/
107	Cc1oncc1-c1csc(-c2ccccc2)n1	?	/
108	COC(=O)c1ccc(C(=O)OC)c(=O)[nH]1	-13%	-9
109	CCCCC(=O)NC(c1ccc(C(C)C)cc1)c1ccc2cccnc2c1O (centres undefined)	18µM*	-28*
110	CCOC(=O)CCc1c(C(=O)OCC)[nH]c(CC)c1C(=O)OCc1ccccc1	?	/
111	O=C(O)c1ccc(CSc2nnc(-c3cccnc3)n2-c2ccc(Br)cc2)cc1	?	/
112	CC(=O)O/C(=C\c1cn(C(C)=O)c2ccccc12)C(=O)O	14%	4
113	COC(=O)C1Cc2c([nH]c3ccccc23)CN1 (centres undefined)	-3%	6
114	C=Cc1ccc(C(=O)N2CCCC(Nc3ccc4c(c3)OCCO4)C2)cc1 (centres undefined)	?	/
115	Cc1nn(C)cc1CNC(=O)C1(C)CC1(Cl)Cl (centres undefined)	4%	11
116	CC(C)CC1NC(=O)N(CC(=O)N2CCCc3ccccc32)C1=O (centres undefined)	-15%	-9
117	CC(OC(=O)/C=C/c1ccccc1)C(=O)NC1CCCCC1C (centres undefined)	?	/
118	N#Cc1nc(-c2ccccc2F)oc1NCCc1ccccc1	?	/
119	CC1(C)Nc2ccccc2N(CC(=O)N2CCCCC2)C1=O	-7%	5

# Screens: PubChem BioAssay, National Center for Advancing Translational Sciences (NCATS)
